Compound activity deposited in PubChem by National Center for Advancing Translational Sciences (NCATS).
HCMV inh = qHTS Assay for inhibitors of the human cytomegalovirus (HCMV); 410,000 compounds, 4.5% hits; AID 1259415, 2018; activity change, negative = inhibition, % at 57.5 µM; HFF cells, HCMV-luciferase reporter, 72 h; active compounds read low; in the data active = activity change below about -60%; inconclusive = no clear call, values can overlap the other calls; inactive = above about -39%; note: % is set by controls: 0 for no effect and ±100 for the full control effect
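Human foreskin fibroblasts infected with luciferase-reporter HCMV at MOI 1 PFU/cell, compounds at two doses. Luciferase measured 72 h post infection; normalized to buffer-only basal and Salinomycin (10uM) controls.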
CHX counter = Cycloheximide Counterscreen for Small Molecule Inhibitors of Shiga Toxin; cell reporter, cycloheximide protein synthesis inhibition counterscreen; 300,000 compounds, 12% hits; max response, %; in the data active = max response mostly above about 13%, no sharp cut-off; inactive = mostly below about 14%; note: read at 38.3 µM for the half of the compounds with a filed dose; 0% is about no effect
AMA1 RON2 block = qHTS for Inhibitors of AMA1-RON; Towards Development of Antimalarial Drug Lead: Primary Screen; Plasmodium falciparum AMA1 (3D7) - RON2 peptide interaction; AlphaScreen AMA1-biotinylated RON2 peptide binding; Potency, µM (titrated, usually from 58.2 µM), inactives show at the highest dose activity change, negative = inhibition, actives largely listed as inhibitors; 360,000 compounds, 0.2% hits;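 note: potency is the fitted concentration of half-maximal effect; 0% = vehicle wells and -100% = peptide control; nearly all actives have a fitted effect of over 45% in size; some results filed as inactive show a strong effect at the top dose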
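AMA1 (3D7) with his tag at 25 nM final met compounds first, then biotinylated RON2 peptide at 25 nM; detection used donor plus acceptor beads, 10 µg/mL apiece, read by AlphaScreen after 30 min at room temperature.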
FBPA Giardia inh = qHTS Assay for Inhibitors of Fructose-1,6-bisphosphate Aldolase from Giardia Lamblia; purified Giardia FBPA; Potency, µM (series often up to 59.6 µM), for inactives: at the top dose activity, negative = inhibition, hits mostly inhibitors; 290,000 compounds, 0.71% hits; AID 2451, 2010; A8B2U2; note: potency is the fitted concentration of half-maximal effect; % is set by controls: 0 for no effect and ±100 for the full control effect; nearly all actives have a fitted effect of over 55% in size
Target sequence (A8B2U2 whole entry, looked up): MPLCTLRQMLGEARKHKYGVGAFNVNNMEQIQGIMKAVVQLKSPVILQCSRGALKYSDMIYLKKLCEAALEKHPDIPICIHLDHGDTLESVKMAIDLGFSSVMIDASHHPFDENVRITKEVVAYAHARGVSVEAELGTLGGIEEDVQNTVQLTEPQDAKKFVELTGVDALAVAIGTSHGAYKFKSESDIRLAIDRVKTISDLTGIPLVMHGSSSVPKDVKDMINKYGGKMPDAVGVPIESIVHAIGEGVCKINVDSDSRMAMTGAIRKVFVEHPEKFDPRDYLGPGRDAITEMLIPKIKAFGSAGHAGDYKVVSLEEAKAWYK
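Giardia FBPA (40 nM reagent) was preincubated 10 min at RT with compound (up to 57.5 uM final), then substrate plus GAPDH/TPI/NAD/arsenate coupling system with diaphorase/resazurin was added; resorufin fluorescence (525/598 nm) was read after 20 min.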
AmpC no deterg = qHTS Inhibitors of AmpC Beta-Lactamase (assay without detergent). AmpC nitrocefin hydrolysis, absorbance 480 nm, 0.0001% Triton. Potency, µM (highest dose often 57.1 µM), for the others: top-dose activity change, negative = inhibition, hits mostly inhibitors. P00811. 330,000 compounds, 0.52% hits;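 note: potency is the fitted concentration of half-maximal effect; plate controls were no compound for no effect and no enzyme for full effect; nearly all actives have a fitted effect of over 20% in size; some results filed as inactive show a strong effect at the top dose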
Target sequence (P00811 whole entry, looked up): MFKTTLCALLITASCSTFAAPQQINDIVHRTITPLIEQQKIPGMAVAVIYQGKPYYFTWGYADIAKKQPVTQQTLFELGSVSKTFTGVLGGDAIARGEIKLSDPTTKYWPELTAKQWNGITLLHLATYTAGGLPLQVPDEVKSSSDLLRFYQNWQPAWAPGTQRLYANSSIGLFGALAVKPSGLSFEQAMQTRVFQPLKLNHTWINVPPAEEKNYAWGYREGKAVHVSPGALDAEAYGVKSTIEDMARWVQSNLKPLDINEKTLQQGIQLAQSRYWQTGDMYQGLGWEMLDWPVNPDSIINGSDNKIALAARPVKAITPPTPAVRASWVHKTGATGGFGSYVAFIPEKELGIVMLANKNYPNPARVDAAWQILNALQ
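20 mM phosphate pH 7.0 + 0.01% (detergent screen) or 0.0001% Triton X-100; 5.3 nM AmpC reagent; cpd preinc 15 min RT; nitrocefin (800 uM stock) to start; A480 q20 s × 4 min; Activity was normalised to no-enzyme and no-compound control wells.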
Shiga inhibitor = A qHTS for Small Molecule Inhibitors of Shiga Toxin; Vero cells, Shiga toxin protein synthesis inhibition reporter; inhibition, % at 38.7 µM; 290,000 compounds, 9.2% hits; AID 2315, 2010; in the data active = inhibition mostly above about 28%, no sharp cut-off; inactive = mostly below about 43%; note: 0% is about no effect
AmpC inh detg = qHTS Inhibitors of AmpC Beta-Lactamase (assay with detergent); 370,000 compounds, 0.041% hits; AmpC hydrolysis of nitrocefin, absorbance 480 nm, 0.01% Triton; P00811; Potency, µM (series often up to 114 µM), for the others: at the highest dose activity change, negative = inhibition, actives largely listed as inhibitors;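 note: potency is the fitted concentration of half-maximal effect; 0% = no-compound wells and -100% = no-enzyme wells; nearly all actives have a fitted effect of over 25% in size; some results filed as inactive show a strong effect at the top dose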
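AmpC (5.3 nM in the dispensed reagent) in 20 mM phosphate pH 7.0 with 0.01% (detergent screen) or 0.0001% Triton X-100 was preincubated with compounds for 15 min at room temperature. Nitrocefin was then added from an 800 uM solution, and hydrolysis was followed at 480 nm.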
Numbers without * were called inactive; ? = inconclusive; · = not tested or not shown; & = joins results of further samples; [ ] = dose if it differs, or a comment. Unless noted, calls come from the whole dose curve; as a rule, active = well fitted curve in the direction sought with a large enough effect; inconclusive = small, poorly fitted or top-dose-only effect, or another doubt; inactive = no such curve, though single readings can be large; an effect the other way counts as inactive or inconclusive.

# | Molecule | AMA1 RON2 block | AmpC inh detg | CHX counter | HCMV inh | AmpC no deterg | FBPA Giardia inh | Shiga inhibitor
1 | CCOC(=O)C1NN=C(C(=O)c2ccccc2)C1c1ccc(OC)cc1 (stereo unspecified) | 10.3% | ? | 7.7 | ? | -27.6% | -4.3% | 25.7
2 | CCC(CC)C(=O)Nc1cccc(SC)c1 | · | 5.2% | -1.2 | -8.0 | -7.9% | 0.1% | -5.9
3 | CCN(CC)C(=O)c1ccc(NC(=O)c2ccc3c(c2)NC(=O)CS3)cc1 | -11.2% | · | · | 113.0 | -25.0% | · | ·
4 | CCNc1ccc(Br)cc(C(=O)/C=C/c2c(Cl)cccc2Cl)c1=O | ? | 0.5% | 1.3 | · | -59.4% | ? | 13.1
5 | O=C(O)C1CCCCC1C(=O)NCCCN1CCOCC1 (stereo unspecified) | -1.0% | 2.7% | -3.0 | 24.2 | -5.5% | 7.9% | -7.1
6 | COC(=O)CNc1nc(-c2ccccc2F)nc2ccccc12 | -1.6% | -2.7% | -1.6 | 8.3 | -6.6% | 0.5% | -15.8
7 | O=S(=O)(c1ccc2c(c1)OCCO2)N1CCN(Cc2ccc3c(c2)OCO3)CC1 | -24.1% | -9.2% | -2.2 | -16.9 | -9.6% | 5.5% | 1.3
8 | CCOCCCNC(=O)C(c1ccc(OC)cc1)N(Cc1cccs1)C(=O)c1ccccn1 (stereo unspecified) | -2.9% | 3.2% | 1.1 | 53.2 | 44.1% | -0.1% | 5.3
9 | CCCCCCCCc1nc(=S)[nH][nH]1 | 98.8%[activator] | ? | -1.8 | 14.6 | -22.8% | -4.0% | -2.5
10 | COCc1cc(CN2CCN(CCc3ccccc3)C(CCO)C2)ccc1OC (stereo unspecified) | 10.4% | -15.4% | -0.7 | 92.9 | 0.2% | 15.3% | 0.6
11 | O=C(O)CC(CC(=O)Nc1ccccc1C(=O)O)c1ccccc1 (stereo unspecified) | -4.3% | 3.4% | -2.1 | -28.3 | -13.2% | -10.4% | 35.7
12 | Cc1ccc(NC(=O)NCc2ccccn2)cc1 | -15.8% | 1.7% | 34.6* | 6.8 | 1.2% | 2.9% | 74.7*
13 | C[C@H](NC(=O)c1ccco1)C(=O)Nc1ccc(C#N)cc1 | 1.0% | 2.8% | -0.6 | -11.8 | -8.4% | · | -2.7
14 | COc1ccc(OC)c(-n2c(SCC(N)=O)nnc2-c2c[nH]c3ccccc23)c1 | 4.5% | -13.9% | -2.1 | -14.7 | -10.0% | -1.3% | -4.4
15 | CSc1nc(O)c(/C=C2\C=Nc3ccccc32)[nH]1 | 0.0% | 1.7% | 62.3* | 129.8 | -16.1% | -10.8% | 140.2*
16 | CN(C)CCSc1nnc(-c2ccccc2)o1 | -4.8% | ? | 38.9* | 41.1 | -0.6% | -7.9% | 57.0*
17 | Brc1ccc(/C=N/Nc2ncnc3c2cnn3Cc2ccccc2)cc1 | -6.5% | -14.4% | -1.2 | -23.0 | -14.8% | 3.5% | 17.2
18 | Cc1onc(-c2c(Cl)cccc2Cl)c1C(=O)ONC(=O)c1cc(C(F)(F)F)cc(C(F)(F)F)c1 | 6.7% | 1.3% | -2.8 | -98.7* | 19.3% | 10.1% | -7.6
19 | Cc1cccc(N(C(=O)c2ccco2)C(C(=O)NC2CCCC2)c2ccco2)c1C (stereo unspecified) | -28.3% | 4.4% | -2.0 | -14.4 | 21.2% | -5.0% | -10.1
20 | O=[N+]([O-])c1ccc2nc(-[n+]3c(-c4ccccc4)cc(-c4ccccc4)cc3-c3ccccc3)[nH]c2c1 | -21.9% | -1.6% | -3.3 | · | -13.5% | -15.8% | -4.3
21 | CN1CCN(c2ccc(S(=O)(=O)N3CCCCC3)cc2NC(=O)Cc2ccc(Cl)cc2)CC1 | -1.5% | -3.7% | -1.6 | -26.9 | 1.4% | 4.1% | -8.6
22 | Cc1ccsc1/C=N/NC(=O)c1nnn(-c2nonc2N)c1-c1ccc2c(c1)OCO2 | 9.2% | 0.1% | -2.9 | 0.0 | -34.3% | · | -5.1
23 | Cc1cccnc1Nc1nc(-c2ccc(O)cc2O)cs1 | 46.1%[activator] | 2.2% | 39.2* | 39.7 | -33.7% | -21.9% | 112.4*
24 | Cc1ccc(C(=O)c2sc3nsc(C)c3c2N)cc1 | 6.6% | -0.8% | 86.3* | 91.4 | -3.4% | -11.9% | 154.9*
25 | Cc1cc(=O)oc2cc(OCC(=O)NC3CCCCC3)ccc12 | -2.3% | -5.2% | 21.8* | -29.7 | 1.8% | · | 5.7
26 | O=C(CSc1ccc(Cl)cc1)NC(=O)NCc1ccco1 | -3.7% | -0.9% | -0.8 | 21.6 | -28.8% | 1.5% | 19.4
27 | O=C(CSc1ccccn1)Nc1ccc2c(c1)OCCO2 | -26.8% | 0.9% | 54.5* | 126.9 | -9.2% | -7.0% | 88.8*
28 | O=C(O)/C=C/c1cnc[nH]1 | 8.3% | -6.2% | -2.4 | 13.4 | -3.7% | -3.4%&-4.8% | 19.2
29 | COc1ccc(-c2nc(C#N)c(N3CCN(C(=O)c4ccco4)CC3)o2)cc1OC | 13.6% | -0.8% | -3.3 | 28.5 | -12.4% | · | -14.8
30 | O=S(=O)(CCSc1ccc(C(F)(F)F)cn1)c1ccccc1 | 8.9% | 5.9% | 14.9 | -60.3* | -19.2% | -2.7% | 30.2
31 | COc1ccccc1N(C(=O)CNC(=O)c1ccco1)C(C(=O)NC1CCCC1)c1ccco1 (stereo unspecified) | 9.5% | -7.8% | -3.8 | 5.2 | 8.3% | -0.1% | -13.1
32 | Cc1ccc(S(=O)(=O)O/N=C2/CCCc3occc32)cc1 | -0.8% | 2.3% | -4.3 | -17.9 | -13.7% | -15.8% | 17.5
33 | CN(C)S(=O)(=O)c1cccc(C(=O)Nc2ccc(S(=O)(=O)N3CCCC3)cc2)c1 | -4.0% | 1.0% | -2.1 | -20.1 | -45.9% | -4.2% | -3.8
34 | CCOc1ccc(NC(=O)/C(C#N)=C/c2cn(CC(=O)O)c3ccccc23)cc1 | -5.4% | 8.9% | -0.6 | 88.9 | -3.6% | -5.5% | 22.0
35 | Nn1c(Nc2ccccc2)nc2sc3c(c2c1=O)CCC3 | -3.6% | -7.4% | 26.1* | -32.3 | 2.2% | -9.6% | 85.6*
36 | CCn1ncc(Br)c1C(=O)Nc1cc(C(=O)OC)ccc1C(=O)OC | -2.7% | -1.7% | 14.6* | 76.8 | -18.7% | -8.6% | 37.4*
37 | Cn1cc(C=C2C(=O)Nc3cccnc32)c2ccccc21 | · | · | 30.3* | · | · | -25.9%&6.6% | 32.4*
38 | COC(=O)c1sc2nc(SCC(=O)N(C)c3ccccc3)n(N)c(=O)c2c1C | 6.9% | 1.2% | -9.8 | ? | -16.2% | -6.6% | -15.8
39 | Cc1ccc(C(=O)NCCSc2c(C)[nH]c3ccccc23)cc1[N+](=O)[O-] | -22.6% | 4.7% | 9.2 | 11.5 | -36.6% | -12.3% | 24.4
40 | CSc1ccccc1NC(=O)c1cnccn1 | 46.0%[activator] | 5.4% | 21.0* | 43.9 | -16.1% | 2.6% | 21.5
41 | Cc1cc(NC(=O)CSCC(=O)Nc2cccc(S(=O)(=O)N3CCCCCC3)c2)no1 | -8.3% | -13.9% | · | -25.9 | -22.9% | · | ·
42 | O=C(CSc1nnc(-c2ccncc2)n1Cc1ccco1)Nc1nccs1 | 0.0% | -5.4% | -2.3 | 8.1 | -13.1% | -0.1% | 1.1
43 | CN(C)c1ccc(-c2c(-c3ccc4c(c3)OCO4)noc2-c2ccsc2)cn1 | -11.9% | ? | 28.1* | · | -4.0% | -10.2% | 40.1*
44 | Cc1ccccc1OCC(=O)N/N=C/c1sc(=O)n(Cc2cccc(C(=O)O)c2)c1Cl | -11.1% | -3.8% | -0.3 | -26.3 | ? | 8.7% | 3.4
45 | CCOC(=O)N1CCN(S(=O)(=O)c2ccc(-n3cnnn3)cc2)CC1 | -2.4% | -2.9% | -0.7 | -17.2 | 0.7% | · | 5.7
46 | CCOc1cc2c3c(c1)C(C)=CC(C)(C)N3C(=O)C2=O | -24.7% | -13.5% | -3.1 | -62.8* | -7.6% | -6.9% | 5.3
47 | COc1cccc(/C=C2/SC(=S)N(CC(=O)NC3C=CS(=O)(=O)C3)C2=O)c1 (stereo unspecified) | 30.6%[activator] | 0.0% | 8.3 | 11.7 | 12.5% | 17.8% | 16.1
48 | CCN1CCN(c2nc3c(c(=O)[nH]c(=O)n3C)n2Cc2ccccc2F)CC1 | 22.1% | 3.0% | -0.8 | 25.6 | -8.4% | -1.0% | ·
49 | O=C(c1ccc(NS(=O)(=O)c2ccc3[nH]c(=O)[nH]c3c2)cc1)N1CCCC(C(F)(F)F)C1 (stereo unspecified) | -8.7% | -15.3% | · | -29.1 | -33.5% | · | ·
50 | CCSc1ccccc1C(=O)Nc1ccc([N+](=O)[O-])cc1OC | 5.6% | 0.8% | -1.8 | ? | -20.0% | -10.1% | 2.6
51 | O=C(Nc1ccn(Cc2ccccc2F)n1)c1ccc(COc2ccc(Cl)cc2Cl)o1 | -16.9% | 4.3% | 15.1* | -39.2 | -22.5% | 0.6% | 21.8
52 | Cc1ccc(S(=O)(=O)N2CCC(C(=O)Nc3nnc(-c4ccco4)s3)CC2)cc1 | -12.7% | -1.2% | -1.4 | -11.8 | -42.4% | -1.0% | -18.0
53 | COc1ccccc1CN(C)C(C)C(=O)Nc1cccc(C(C)=O)c1 (stereo unspecified) | 2.6% | -16.4% | -1.8 | 8.6 | -13.1% | 2.0% | -7.0
54 | Cc1ccc(C)c(S(=O)(=O)N2CCCC2CNC(=O)C(=O)NCCN2CCOCC2)c1 (stereo unspecified) | 5.5% | ? | · | -16.8 | -0.2% | · | ·
55 | CCCCNC(=O)NS(=O)(=O)c1ccc(CO)cc1 | · | · | -10.1 | · | · | 3.5% | -15.0
56 | O=C(c1cc2nc(-c3ccco3)cc(C(F)(F)F)n2n1)N1CCN(c2ccccc2)CC1 | 0.2% | 1.3% | -2.8 | -31.1 | 132.7%[activator] | -4.1% | -11.1
57 | N#Cc1ccsc1NC(=O)COC(=O)C1=NNC(=O)CC1 | 17.1% | ? | · | 64.4 | -16.0% | · | ·
58 | Cc1cc(C)cc(N2C(=O)C3C4C=CC(C4)C3C2=O)c1 (stereo unspecified) | 2.1% | ? | -0.5 | -15.9 | -7.0% | 5.1% | -14.4
59 | CC1Cc2ccccc2N1C(=O)CCn1cccn1 (stereo unspecified) | 3.7% | 1.3% | 3.3 | -5.6 | -17.5% | 7.8% | 11.1
60 | Clc1ccc(OCCCCN2CCc3ccccc3C2)cc1 | -4.0% | 2.2% | 2.2 | 17.1 | 23.4% | -4.1% | -4.0
